# Screening data from PubChem.
# LGR2 inh = Drosophila LGR2 receptor signaling inhibition; 0.35% of 380,000 active; inhibition, % at 9.99 µM; HEK293 LGR2, CRE-luciferase, bursicon-stimulated, 4 h;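 active = drop in luminescence signal, shown as inhibition above about 50% in the replicate tests, limit read from the data, passing the limit was not always enough; inconclusive = probably only some replicates passing the limit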;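 also: agonist challenge used bursicon conditioned medium at about half maximal strength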
# SIRT5 inh = blocks human SIRT5 desuccinylation of peptide. Q9NXA8. inhibition, % at 15 µM. Purified SirT5, succinyl-peptide AMC, trypsin-coupled fluorescence. 1.1% of 330,000 active. AID 652115; in the data active = inhibition above about 15%; inconclusive = no clear call, values can overlap the other calls
# Target sequence (Q9NXA8 whole entry, looked up): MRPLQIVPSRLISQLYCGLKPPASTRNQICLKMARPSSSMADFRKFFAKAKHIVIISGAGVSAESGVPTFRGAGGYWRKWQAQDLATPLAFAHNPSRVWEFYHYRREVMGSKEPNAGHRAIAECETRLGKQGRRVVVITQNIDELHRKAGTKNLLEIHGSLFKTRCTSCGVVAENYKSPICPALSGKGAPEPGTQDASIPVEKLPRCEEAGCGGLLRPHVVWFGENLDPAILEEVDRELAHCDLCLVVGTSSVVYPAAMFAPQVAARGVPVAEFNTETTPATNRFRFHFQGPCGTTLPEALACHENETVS
# ARNT-TACC3 inh = disrupts binding between human ARNT and TACC3; AID 623870; inhibition, % at 9.99 µM; AlphaScreen His-ARNT PAS-B/GST-TACC3 binding, luminescence; TACC3 fragment carries E629A point mutation; 0.66% of 390,000 active;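 active = mean inhibition of replicates at least 50% and at least half of replicates each reaching 50%; inconclusive = half or more replicates reach 50% but mean below 50%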;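 also: 0% = complete ARNT plus TACC3 wells and 100% = ARNT alone without TACC3; many hits fall short of the cut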
# EWS-Fli block = EWS/Fli transcriptional activity inhibition. AID 651661. inhibition, % at 12.6 µM. 0.67% of 350,000 active. A673 NR0B1-luciferase reporter, viability-normalised;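 active = mean inhibition of at least 50% after viability correction, with every replicate also passing that limit; inconclusive = mean reaches 50% but only one of two replicates passes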;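 also: firefly luciferase signal divided by Alamar Blue viability fluorescence both relative to DMSO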
# PAX8 inh HTS = PAX8 transcriptional activity inhibition | inhibition, % at 12.6 µM | 1.2% of 360,000 active | RMG-I TPO-luciferase reporter, SteadyGlo, 24 h;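 active = mean replicate inhibition at least 60% with every replicate also reaching 60%; inconclusive = only one of the two criteria is met; inactive = mean below 60% and not all replicates reaching 60%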;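 also: luciferase light reporting Pax8 driven TPO promoter activity; plate controls were median of neutral control wells for no effect and mitoxantrone controls for full effect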
# Casp6 inh = inhibitors of human caspase-6; P55212; purified caspase-6, Z-VEID-R110 cleavage fluorescence; inhibition, % at 12.5 µM; 0.53% of 350,000 active; AID 686996;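 active = mean inhibition across replicates at least about 35%, with every replicate also reaching that limit, limit read from the data; inconclusive = only one of the two criteria met; inactive = neither criterion met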;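 also: 0% = median of neutral control wells and 100% = no fluorescence left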
# Target sequence (P55212 24-179 limits assumed): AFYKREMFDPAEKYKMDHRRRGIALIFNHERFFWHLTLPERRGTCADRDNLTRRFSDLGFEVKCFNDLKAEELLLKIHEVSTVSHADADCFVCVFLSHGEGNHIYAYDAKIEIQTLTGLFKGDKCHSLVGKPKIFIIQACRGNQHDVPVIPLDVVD
# Target sequence (P55212 194-293 limits assumed): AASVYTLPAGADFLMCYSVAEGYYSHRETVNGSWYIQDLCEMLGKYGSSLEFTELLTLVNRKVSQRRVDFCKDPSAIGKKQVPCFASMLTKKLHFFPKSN
# DENV2 CPE = protects cells from dengue virus 2 cytopathic effect. DENV2-infected cells, cytopathic effect rescue, plate reader. CPE inhibition, % at 9.99 µM. 1.7% of 350,000 active. AID 651640; in the data active = CPE inhibition above about 20%, passing the limit was not always enough; inconclusive = no clear call, values can overlap the other calls; tested in BHK-21 cells;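 also: 0% = median of neutral control wells and 100% = median of positive control wells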
# * marks the source's active call; other numbers are inactive results; ? = inconclusive; · = not tested or not shown; & = joins results of further samples; ! = not active in a repeat.
SMILES,LGR2 inh,SIRT5 inh,ARNT-TACC3 inh,EWS-Fli block,PAX8 inh HTS,Casp6 inh,DENV2 CPE
Cc1ccc(NC(N)=S)cc1,·,9,-3,-16,-11,1,·
O=C(COC(=O)c1cnccn1)Nc1ccc(Cl)cn1,10,-3,10,8,-20,14,0
CN[C@H]1C[C@H]2c3[nH]c4c(-c5ccccc5)cccc4c3CCN2C[C@H]1[C@H](C)O,-19,-4,·,0,-6,-2,3
CN(CC(=O)NCCc1ccc(S(N)(=O)=O)cc1)CC(=O)Nc1ccc(F)c(F)c1F,4,-3,2,6,·,-1,-3
COc1ccc(/C=C/C(=O)NC(=S)Nc2ccccn2)cc1,-48,-3,8,-97,-186,1,7
CN1c2ccccc2C(=O)C(=C2SCCCS2)S1(=O)=O,13,0,6,-17,-2,1,3
O=C(NCC1CC1)C1(C(F)(F)F)CC(CCCO)CCCO1 (stereo unspecified),-4,-6,·,4,-17,-3,7
CN(C)/C=N/c1cc(=O)[nH]c(=O)n1CC1CC1,-9,-2,-5,-15,9,2,·
CO[C@@H]1CN(C)C(=O)c2ccc(NC(=O)C3CC3)cc2OC[C@H](C)N(C(=O)c2cnccn2)C[C@@H]1C,3,0,·,0,·,0,-13
COc1ccc(NC(=O)Nc2ccc3c(c2)CC(=O)N([C@H](C)CO)C[C@@H](C)[C@@H](CN(C)C(=O)Nc2ccc(F)cc2)O3)cc1,0,0,·,1,-3,-1,-2
COc1ccc(NC(=O)CCN2CCCCC2)cc1,14,-7,-14,·,·,-2,13
CO[C@@H]1CN(C)C(=O)c2ccc(NS(=O)(=O)c3ccccc3)cc2OC[C@H](C)NC[C@H]1C,-4,-4,-4,7,·,·,0
CCN(CC)CCN(C(=O)c1ccc2c(c1)CCCC2)c1nc2ccc(C)cc2s1,6,-1,1,·,-12,-6,4
COc1ccc(S(=O)(=O)N(C)C[C@@H]2Oc3c(NC(=O)Nc4ccc(F)cc4)cccc3C(=O)N([C@H](C)CO)C[C@@H]2C)cc1,8,-2,·,5,·,0,4
O=C(Nc1ccc(N2CCCCC2)cc1)c1cc(S(=O)(=O)N2CCOCC2)ccc1F,1,-5,2,1,-3,0,-6
CSCC[C@H](NC(=O)c1cccc(S(=O)(=O)N2CCN(C)CC2)c1)c1nc2ccccc2[nH]1,-15,-3,12,-5,-7,1,0
CC(=O)Nc1ccc(C=CC=Cc2cccc([N+](=O)[O-])c2)cc1,-14,-3,-8,-52,-19,2,-3
N/C(=N\OC(=O)c1ccccc1F)c1ccc([N+](=O)[O-])cc1,-42,2,-3,-82,-36,-1,-4
Cc1noc(C)c1S(=O)(=O)Nc1ccc2c(c1)C(=O)N([C@H](C)CO)C[C@H](C)[C@@H](CN(C)S(=O)(=O)c1c(C)noc1C)OCCCC[C@H](C)O2,6,5,-6,-1,7,0,-5
COc1ccc(N2CCN(CC(=O)NCc3ccc(Cl)cc3)CC2)cc1,10,·,3,11,10,-3,7
Cc1cccc(NC(=O)CCc2c(C)nn(-c3ccc(N4CCCCC4)nn3)c2C)c1,-59,0,4,-53,-51,4,12
CCn1c(=O)c(C(=O)Nc2ccccc2)c(O)c2ccccc21,-10,-3,·,-14,-2,1,1
CCOc1ccc(/C=C(/NC(=O)c2ccccc2Cl)C(=O)O)cc1,14,-2,-5,-8,0,1,-2
Cc1noc(C)c1NC(=O)Nc1ccc2c(c1)C(=O)N(C)[C@@H]1CC[C@@H](CC(=O)N[C@@H]3CCN(Cc4ccccc4)C3)O[C@@H]1CO2,7,0,7,5,-22,4,-1
COc1ccc(CN2CCN(C(=O)CCC(=O)c3ccc(C)s3)CC2)cc1OC,-1,-2,5,2,-5,-1,-1
Cn1cnnc1SC(C(=O)Nc1ccc(F)cc1)c1ccccc1 (stereo unspecified),-10,2,-4,·,·,11,·
O=C(c1cc(COc2cccc(C(F)(F)F)c2)on1)N1C[C@@H]2CCC[C@H]1C2,-31,-4,-10,·,-113,5,1
C[C@H]1CN([C@@H](C)CO)C(=O)c2cccc(NS(=O)(=O)c3cn(C)cn3)c2O[C@@H]1CN(C)C,7,-2,4,-18,-21,-3,-1
CN1CCN(C(=O)C[C@H]2C=C[C@H](NC(=O)c3ccc4c(c3)OCO4)[C@@H](CO)O2)CC1,13,4,9,8,-12,2,-1
Cc1ccccc1C(=O)NCCCNC(=O)c1ccccc1C,0,-4,·,-5,1,-1,0
CN(C)CCCNC(=O)/C(=C/c1ccc(-c2ccc([N+](=O)[O-])cc2)o1)NC(=O)c1ccccc1,6,-4,0,1,29,-12,11
O=[N+]([O-])c1cccc2c(N3CCOCC3)ccnc12,2,10,-2,-7,5,1,18
CCc1ccc(C2CC3C(CN2S(=O)(=O)c2ccc(C)cc2)[C@@H](O)C[C@@H](c2ccc(CC)cc2)N3S(=O)(=O)c2ccc(C)cc2)cc1 (stereo partly specified),-8,-2,·,8,26,0,13
Cc1cc(-c2n[nH]c(=S)n2/N=C/C=C/c2ccco2)n[nH]1,·,0,11,-4,-20,22,0
CCCCN1C(=O)C(O)(c2ccccc2)c2cc(Br)ccc21 (stereo unspecified),19,2,-8,-7,27,-2,-2
C[C@H](CO)N1C[C@H](C)[C@@H](CN(C)Cc2ccc(F)cc2)OCc2ccccc2-c2ccccc2C1=O,15,8,5,1,-11,2,2
Cc1cccc(NC(=O)CN2C(=O)CCS(=O)(=O)c3ccccc32)c1C,6,-1,4,-1,-5,2,-4
Cn1cncc1C#Cc1c(-c2ccsc2)sc2ccccc12,9,·,6,14,3,-2,-8
CC1(C)CC(Nc2ccc(Nc3ccccc3)cc2)CC(C)(C)N1,11,-1,·,5,69*,-24,-1
NC(=O)Cn1c(=O)n(CCC(=O)Nc2ccc(F)cc2)c(=O)c2sccc21,10,-1,-2,·,0,3,7
COc1cc2c(cc1OC)-c1cc3ccc4c(c3c[n+]1CC2)OCO4,-2,5,21,-1,12,7,·
C[C@@H]1CN([C@@H](C)CO)C(=O)c2cc(NC(=O)C3CCCCC3)ccc2O[C@@H](C)CCCCO[C@@H]1CN(C)S(=O)(=O)c1ccc(F)cc1,0,7,-7,-7,9,1,-3
Oc1ccc(Cl)cc1CNCc1ccc(F)cc1,-6,·,-4,-21,-55,1,23*
C=CCOc1ccc(/C=C/C(=O)OCC(=O)NCc2cccc(OC)c2)cc1,-11,-4,10,-5,-11,-1,-4
CC(NC(=O)CCNC(=O)c1ccccc1Cl)c1ccc(-n2ccnc2)cc1 (stereo unspecified),8,-2,-2,-5,5,4,7
Cc1coc(=N)n1CC(=O)c1ccc(Cl)cc1,-8,-9,·,-21,9,·,-2
Cc1cccc(N=C2NC(=O)/C(=C/c3cccn3C)S2)c1C,1,1,4,-1,28,6,-3
O=C(O)CCCN1C(=O)/C(=C\C(Cl)=C\c2ccccc2)SC1=S,-5,-4,5,?,115*,6,-1

# Record cards, as listed above. Order of screens: LGR2 inh, SIRT5 inh, ARNT-TACC3 inh, EWS-Fli block, PAX8 inh HTS, Casp6 inh, DENV2 CPE
# COc1ccc(NC(=O)Nc2ccc3c(c2)CC(=O)N([C@H](C)CO)C[C@@H](C)[C@@H](CN(C)C(=O)Nc2ccc(F)cc2)O3)cc1 in the list: 0, 0, ·, 1, -3, -1, -2
# CN1c2ccccc2C(=O)C(=C2SCCCS2)S1(=O)=O in the list: 13, 0, 6, -17, -2, 1, 3
# O=C(O)CCCN1C(=O)/C(=C\C(Cl)=C\c2ccccc2)SC1=S in the list: -5, -4, 5, ?, 115*, 6, -1
# CC1(C)CC(Nc2ccc(Nc3ccccc3)cc2)CC(C)(C)N1 in the list: 11, -1, ·, 5, 69*, -24, -1
# O=C(NCC1CC1)C1(C(F)(F)F)CC(CCCO)CCCO1 (stereo unspecified) in the list: -4, -6, ·, 4, -17, -3, 7

# Going on with the list:
SMILES,LGR2 inh,SIRT5 inh,ARNT-TACC3 inh,EWS-Fli block,PAX8 inh HTS,Casp6 inh,DENV2 CPE
CCN(CC(=O)NC(=O)NCc1ccccc1)Cc1ccccc1,-18,-6,-6,-2,6,-5,1
CC(C)(C)NC(=O)C(c1ccc(O)cc1)N(Cc1ccco1)C(=O)CCC(=O)Nc1ccccn1 (stereo unspecified),4,-3,·,-1,6,3,-1
CN(C)c1nc(OCCNC(=O)Nc2ccccc2)nc(N2CCCCC2)n1,-12,-2,1,4,5,1,·
COC(=O)C1=CN(Cc2cccs2)C=C(C(=O)OC)C1c1ccc(OC)cc1OC,-12,-24,-22,0,10,1,-5
O=C(C[C@H]1C=C[C@@H](NC(=O)C2CC2)[C@@H](CO)O1)NCC1CC1,-3,0,-19,-5,-9,-7,-2
COc1ccc([N+](=O)[O-])cc1NC(=O)CSc1nccc(C)n1,11,2,-2,11,25,-4,9
O=C(C[C@H]1CC[C@@H]2[C@H](COC[C@H](O)CN2C(=O)Nc2ccc(Cl)c(Cl)c2)O1)NCc1ccccc1,-6,-1,-13,-3,-7,-4,-10
O=Cc1ccc(OC(=O)/C=C/c2ccccc2)cc1,-6,-2,2,0,-33,4,4
C[C@H](CO)N1C[C@H](C)[C@@H](CN(C)Cc2ccc(Cl)c(Cl)c2)Oc2ccc(NS(=O)(=O)c3ccc(Cl)cc3)cc2C1=O,25,-2,2,3,10,·,11
Cc1c(Cl)ccc2c(C(O)CBr)cc(-c3ccccc3)nc12 (stereo unspecified),-11,-1,-3,12,5,-1,4
COC(=O)c1ccc(NC(=O)C(=O)N2CCN(C(=S)Nc3cccc(C)c3C)CC2)cc1,-10,·,2,·,9,·,·
C[C@@H]1CN([C@@H](C)CO)C(=O)c2cc(Br)cnc2O[C@H]1CN(C)C(=O)c1ccccc1F,-6&5,15*!,-12&-1,3&0&-2,-16,0&2&1,?
CCS(=O)(=O)N[C@@H]1CC[C@@H](CC(=O)NC2Cc3ccccc3C2)O[C@@H]1CO,5,0,6,3,13,8,0
Cc1cc(C(=O)NNC(=O)c2ccc(Cl)cc2)no1,-7,-1,-3,-2,-6,2,16
CC(=O)c1cccc(Nc2cc(C)nc3ccc(C)cc23)c1,-5,1,·,13,-1,-8,4
CCOC(=O)c1nn(-c2ccccc2)c(=O)cc1OCC(=O)Nc1cc(C)ccc1OC,9,-4,-5,8,-1,1,-3
C[N+](C)(C)CCN1C(=O)c2ccccc2C1=O,3,-5,·,-8,-13,0,-1
C=CCN(Cc1cccs1)C(=O)COc1ccc2c(c1)OCO2,-2,-1,3,-47,-72,2,8
C#CCSc1nnnn1-c1cccc(Cl)c1,5,-3,2,11,17,-2,-2
CCC(=O)N(C)C[C@@H]1Oc2ncc(-c3ccccc3F)cc2C(=O)N([C@@H](C)CO)C[C@@H]1C,7,-3,2,-17,·,-4,-5
CCCc1nnc2n1N=C(c1ccc(OC)c(OC)c1)CS2,-6,1,6,-7,·,0,-3
COc1ccc(CCNC(=O)C(C)OC(=O)c2nsc(Cl)c2Cl)cc1OC (stereo unspecified),-2,0,-3,-2,-4,-1,6
CCCN1C[C@@H](C)[C@H](OC)CN(C)C(=O)c2ccc(NS(=O)(=O)c3cn(C)cn3)cc2OC[C@@H]1C,2,·,·,5,-12,·,·
Cc1ccc(NC(=O)C2C3/C=C\CCCCC32)cc1 (stereo unspecified),·,-2,-9,-47,-101,-1,·
Oc1cc(NCCc2cccnc2)cc2cccnc12,22,-5,73*,-13,46,49*,-4
NC(=O)c1cc(NC(=O)COC(=O)CCCN2C(=O)c3cccc4cccc(c34)C2=O)cc(C(N)=O)c1,16,·,·,1,5,0,8
Cc1[nH]c2ccc3ccccc3c2c(=O)c1C/C=C/Cl,-17,-3,-7,-31,-18,0,-1
COc1ccc(S(=O)(=O)Nc2cccc3c2O[C@@H](CN(C)C(=O)Nc2c(C)noc2C)[C@@H](C)CN([C@@H](C)CO)C3=O)cc1,-7,0,-1,-1,·,3,26*
C[C@@H]1CN([C@H](C)CO)C(=O)c2cccc(NC(=O)C3CCOCC3)c2O[C@H]1CN(C)S(=O)(=O)c1cccs1,-5,-1,-6,5,·,-1,4
CCCCOc1ccc(-c2cnc3ccccc3n2)cc1,70*,·,-3,·,15,·,·
O=C(N[C@H]1CC[C@@H](CCNC(=O)C2CC2)O[C@H]1CO)c1ccncc1,11,0,-2,2,·,2,-2
CC(C)NS(=O)(=O)c1ccc(OCC(=O)NCC2CCCO2)c(Cl)c1 (stereo unspecified),-4,-5,-5,7,·,-1,-2
